SARS 3CLpro inh: SARS-CoV 3CLpro protease inhibitors, primary screen, biochemical, quenched FRET. AID 1706, 2009. actives 0.14% (n = 290,000). inhibition, % at 6 µM. recombinant SARS-CoV 3CLpro, quenched FRET peptide cleavage; in the data active = inhibition above about 12%
Y pestis TopoI: Yersinia pestis topoisomerase I inhibitors, primary screen, biochemical, cleavage product accumulation, plate reader, single point. DNA topoisomerase I (Yersinia pestis CO92). Y. pestis Topo-I cleavage product accumulation. activity, % at 10 µM. actives 0.064% (n = 360,000); in the data active = activity above about 50%, passing the limit was not always enough; inconclusive = no clear call, values can overlap the other calls; note: inactives centre near 2
Anthrax LF inh2: Bacillus anthracis LF protease inhibitors, primary screen, biochemical, multiplex microsphere, MLPCN library; Lethal factor (Bacillus anthracis), P15917; multiplex microsphere protease cleavage assay; inhibition, % at 10 µM; actives 0.12% (n = 360,000); AID 588501, 2011; note: plate controls were buffer without enzyme for full effect and enzyme alone for no effect
Target sequence (P15917 whole entry, looked up): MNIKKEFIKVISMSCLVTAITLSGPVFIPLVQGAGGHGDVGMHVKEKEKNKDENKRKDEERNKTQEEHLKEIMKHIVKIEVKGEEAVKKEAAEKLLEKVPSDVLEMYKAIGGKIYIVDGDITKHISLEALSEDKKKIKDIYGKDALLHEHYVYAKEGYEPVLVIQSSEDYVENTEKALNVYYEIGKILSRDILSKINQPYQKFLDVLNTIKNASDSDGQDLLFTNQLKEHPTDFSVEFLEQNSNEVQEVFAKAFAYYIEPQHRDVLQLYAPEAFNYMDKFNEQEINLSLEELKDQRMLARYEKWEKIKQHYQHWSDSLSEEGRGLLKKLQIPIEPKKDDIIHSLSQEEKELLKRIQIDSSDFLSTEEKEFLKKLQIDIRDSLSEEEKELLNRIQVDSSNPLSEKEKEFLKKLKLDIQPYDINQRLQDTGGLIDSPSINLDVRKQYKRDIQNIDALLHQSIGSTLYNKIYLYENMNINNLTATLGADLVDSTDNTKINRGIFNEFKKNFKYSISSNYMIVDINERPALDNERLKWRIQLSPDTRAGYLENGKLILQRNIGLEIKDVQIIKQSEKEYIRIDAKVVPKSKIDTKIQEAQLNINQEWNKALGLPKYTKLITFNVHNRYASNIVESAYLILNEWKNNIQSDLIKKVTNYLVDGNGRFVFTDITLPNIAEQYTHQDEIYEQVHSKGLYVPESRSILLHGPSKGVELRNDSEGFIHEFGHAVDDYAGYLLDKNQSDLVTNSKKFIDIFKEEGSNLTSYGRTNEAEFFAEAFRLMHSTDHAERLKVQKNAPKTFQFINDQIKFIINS
SSB-PriA inh: inhibitors of Klebsiella pneumoniae PriA binding to SSB C-terminal tail, primary screen, biochemical, AlphaScreen; PriA–SSB C-terminal tail interaction (Klebsiella pneumoniae); AlphaScreen SSBct-PriA binding, biotinylated peptide; inhibition, % at 33 µM; actives 0.6% (n = 430,000); AID 1272365, 2023; in the data active = inhibition mostly above about 37%, no sharp cut-off; inactive = mostly below about 20%;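 note: plate controls were negative control peptide for no effect and reference peptide for full effect; strong numbers were not always called active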
CCHFV vOTU inh: CCHFV vOTU protease inhibitors, primary screen, biochemical, Pep-AMC substrate, fluorescence; inhibition, % at 11.5 µM; actives 0.55% (n = 370,000); AID 651958, 2012; in the data active = inhibition above about 30%; note: 0% = vehicle wells with enzyme and 100% = no enzyme wells
TcdB inh: TcdB glycohydrolase inhibitors, primary screen, biochemical, single point, plate reader; Toxin B (Clostridioides difficile), P18177; TcdB glycohydrolase enzymatic assay; inhibition, % at 9.99 µM; actives 0.24% (n = 350,000); in the data active = inhibition above about 10%
PfHsp40 yeast: rescue of yeast from PfHsp40 toxicity, primary screen, S. cerevisiae, ATP luminescence; S. cerevisiae expressing PfHsp40, growth rescue; actives 0.68% (n = 340,000); growth rescue, % at 12.5 µM; in the data active = growth rescue above about 28%, passing the limit was not always enough; inconclusive = no clear call, values can overlap the other calls;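 note: yeast W303a lacking pdr1 and pdr3 grown in galactose medium; growth measured after three days at 30 °C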
BoNT-A LC inh2: BoNT/A light chain protease inhibitors, primary screen, biochemical, flow cytometry, MLPCN library; Botulinum neurotoxin type A light chain protease (Clostridium botulinum A str. ATCC 3502); multiplex microsphere protease substrate cleavage; inhibition, % at 10 µM; actives 0.17% (n = 360,000); note: plate controls were buffer without enzyme for full effect and enzyme alone for no effect
VHR inh abs: VHR1 phosphatase inhibitors, primary screen, biochemical, absorbance, uHTS | Dual specificity protein phosphatase 3 (Homo sapiens), P51452 | recombinant VHR phosphatase, pNPP absorbance | inhibition, % at 13.3 µM | actives 0.52% (n = 290,000) | AID 1654, 2009; in the data active = inhibition above about 50%; note: some compounds called inactive have numbers as strong as hits
Target sequence (P51452 whole entry, looked up): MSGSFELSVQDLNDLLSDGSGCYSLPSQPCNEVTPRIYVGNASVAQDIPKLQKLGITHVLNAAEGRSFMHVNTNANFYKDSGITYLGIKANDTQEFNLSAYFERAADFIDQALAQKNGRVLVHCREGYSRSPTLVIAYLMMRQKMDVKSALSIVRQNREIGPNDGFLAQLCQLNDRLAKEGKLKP
Vc quorum ag: inducers of Vibrio cholerae quorum light production without autoinducers, primary screen, BH1578 luxS cqsA deficient, single point; V. cholerae BH1578 lux reporter, luminescence, 6 h; activation, % at 18.7 µM; actives 0.16% (n = 350,000); AID 588436, 2011; in the data active = activation mostly above about 9.7%, no sharp cut-off; inconclusive = no clear call, values can overlap the other calls; inactive = mostly below about 3.7%; note: not every result past the cut was called active; inactives centre near 0; reference of the scale not given here
* marks the source's active call; other numbers are inactive results; i = inactive; ? = inconclusive; . = no result given. Cut-off read from the data, not from the text of the source, unless noted: active = inhibition above about 30%; inconclusive = no clear call, values can overlap the other calls; inactive = below that. Not all compounds are listed (hit frequency here may not be typical).

Preview (2 entries):
1	O=C(Cn1cc(COc2cc(F)cc(F)c2)nn1)c1ccc(O)cc1
2	C=Cn1cc[n+](CC(=O)c2cccs2)c1

compound no.,1,2
SARS 3CLpro inh,.,1
Y pestis TopoI,-2,4
Anthrax LF inh2,0,2
SSB-PriA inh,-12,-15
CCHFV vOTU inh,20,-5
TcdB inh,-5.1,0.2
PfHsp40 yeast,0.1,-1.3
BoNT-A LC inh2,-0.2,-4.5
VHR inh abs,.,25
Vc quorum ag,i,-0.4

This part in full, from the first entry:
1	O=C(Cn1cc(COc2cc(F)cc(F)c2)nn1)c1ccc(O)cc1
2	C=Cn1cc[n+](CC(=O)c2cccs2)c1
3	CCOc1ccccc1NC(=O)CSc1nnnn1C1CCCC1
4	Cc1cccc(NC(=S)N(C)C2(c3ccccc3Cl)CCCCC2=O)c1 (stereo not drawn)
5	COc1cc2c(cc1OC)CN(C(=O)CSc1ccc(F)cc1)CC2
6	COc1ccc(-c2c(=O)n(OCc3nc4ccccc4[nH]3)c3ccccc3[n+]2[O-])cc1
7	O=C(Cc1cccc2ccccc12)Nc1cc(Cl)ccc1C(=O)O
8	COc1cc2c(cc1OC)C(C(=O)N1CCN(c3ccccc3)CC1)C(c1cccs1)N(C)C2=O (stereo not drawn)

compound no.,1,2,3,4,5,6,7,8
SARS 3CLpro inh,.,1,-4,0,.,5,9,-1
Y pestis TopoI,-2,4,7,11,1,-2,2,1
Anthrax LF inh2,0,2,4,-1,-2,2,3,-4
SSB-PriA inh,-12,-15,-10,-22,-11,-10,4,13
CCHFV vOTU inh,20,-5,2,6,4,-7,18,3
TcdB inh,-5.1,0.2,2.4,.,1.8,2.0,-3.2,.
PfHsp40 yeast,0.1,-1.3,-0.4,3.5,-0.3,-0.3,3.8,-1.0
BoNT-A LC inh2,-0.2,-4.5,2.2,1.9,1.9,0.2,0.0,0.5
VHR inh abs,.,25,-23,-15,.,25,4,2
Vc quorum ag,i,-0.4,i,-0.2,0.0,-0.4,0.3,1.3

9	CCNC(=O)C1(C)CCN(C(=O)c2ccc(F)c(Cl)c2)C1 (stereo not drawn)
10	O=C(O)c1ccccc1C(=O)Nc1ccccc1
11	COc1cc(CN2CCC(n3nccc3NC(=O)c3ccc4c(c3)OCO4)CC2)ccc1O
12	O=C1C2C3CCC(O3)C2C(=O)N1c1nccs1 (stereo not drawn)
13	NC(=O)Cn1c(=O)n(-c2ccccc2)c(=O)c2oc3ccccc3c21
14	CC(/C=N/NC(=S)Nc1cccc(S(=O)(=O)N(C)C)c1)c1ccccc1 (stereo not drawn)
15	CCOC(=O)C1(CCOc2ccccc2)CCN(Cc2ccc3c(c2)OCCO3)CC1
16	Cn1c(=O)c(=O)n(C)c2cc(S(=O)(=O)NCCN3CCN(c4ccccc4F)CC3)ccc21

compound no.,9,10,11,12,13,14,15,16
SARS 3CLpro inh,.,5,3,.,5,3,-4,0
Y pestis TopoI,0,-3,3,-3,3,2,5,4
Anthrax LF inh2,-2,-11,-1,-1,5,-2,-1,-6
SSB-PriA inh,.,-8,-4,-9,-4,.,2,-8
CCHFV vOTU inh,-3,-4,-14,-22,3,-8,5,-2
TcdB inh,0.3,.,0.1,0.0,0.6,0.9,2.8,-3.7
PfHsp40 yeast,.,1.0,-1.9,0.7,0.1,-1.3,1.6,-1.7
BoNT-A LC inh2,0.2,-0.7,2.5,0.1,0.5,-0.5,-1.1,-1.0
VHR inh abs,.,-20,19,.,2,-4,21,18
Vc quorum ag,-0.3,-0.2,i,i,-2.1,-0.1,i,-0.1

17	O=C(COC(=O)c1cc(Cl)ccc1O)NC(=O)NCc1ccccc1
18	O=C(CSc1nc2nc(-c3cccs3)cc(C(F)(F)F)c2c(=O)[nH]1)Nc1c(F)c(F)c(F)c(F)c1F
19	O=C(c1ccccc1)C1CCN(C(=O)C2CCC(=O)N(Cc3ccccc3F)C2)CC1 (stereo not drawn)
20	CC1CN(S(=O)(=O)N2CCOCC2)CCN1S(=O)(=O)N1CCOCC1 (stereo not drawn)
21	CN1CCN(S(=O)(=O)c2ccc(NC(=O)c3ccccc3F)cc2)CC1
22	Cc1ccc(CN2CCC(C(=O)NCCC(C)C)CC2)o1
23	COC(=O)CNC(=O)c1cccc(Cl)c1
24	COc1ccc(C(=O)C(C)OC(=O)CNC(=O)c2ccco2)cc1 (stereo not drawn)

compound no.,17,18,19,20,21,22,23,24
SARS 3CLpro inh,.,-4,-2,5,2,-2,-4,.
Y pestis TopoI,6,5,27,5,5,-3,-8,1
Anthrax LF inh2,-2,-3,-1,6,-11,-3,-3,-7
SSB-PriA inh,-2,-9,-10,-18,-4,-6,-14,8
CCHFV vOTU inh,3,-4,-2,-11,-16,8,2,-2
TcdB inh,0.3,2.2,0.8,2.0,-1.0,.,1.1,0.0
PfHsp40 yeast,0.3,0.0,0.3,0.1,0.8,0.1,-1.0,0.5
BoNT-A LC inh2,-2.1,-0.5,0.7,0.2,1.7,-0.4,0.7,0.0
VHR inh abs,.,10,24,22,9,20,22,.
Vc quorum ag,5.7,2.4,i,i,-2.3,i,-0.9,-0.3

Complete entries, quoted from the list. Order of values: SARS 3CLpro inh	Y pestis TopoI	Anthrax LF inh2	SSB-PriA inh	CCHFV vOTU inh	TcdB inh	PfHsp40 yeast	BoNT-A LC inh2	VHR inh abs	Vc quorum ag
COc1ccc(C(=O)C(C)OC(=O)CNC(=O)c2ccco2)cc1 (stereo not drawn) is listed with .	1	-7	8	-2	0.0	0.5	0.0	.	-0.3
O=C(CSc1nc2nc(-c3cccs3)cc(C(F)(F)F)c2c(=O)[nH]1)Nc1c(F)c(F)c(F)c(F)c1F is listed with -4	5	-3	-9	-4	2.2	0.0	-0.5	10	2.4
CC1CN(S(=O)(=O)N2CCOCC2)CCN1S(=O)(=O)N1CCOCC1 (stereo not drawn) is listed with 5	5	6	-18	-11	2.0	0.1	0.2	22	i
O=C(COC(=O)c1cc(Cl)ccc1O)NC(=O)NCc1ccccc1 is listed with .	6	-2	-2	3	0.3	0.3	-2.1	.	5.7
Cc1ccc(CN2CCC(C(=O)NCCC(C)C)CC2)o1 is listed with -2	-3	-3	-6	8	.	0.1	-0.4	20	i

Additional entries.
25	CC(=O)c1c(C)n([O-])c2ccc(C)cc2[n+]1=O
26	COc1cccc(OCCOc2ccc(/C=C3/SC(=S)NC3=O)cc2)c1
27	COc1ccc(CN2CCN(c3ccccc3F)CC2)cc1O
28	Nc1ccc2c(c1)Nc1ccccc1CC2
29	CN1C=C/C(=C\c2cc[n+](C)c3ccccc23)c2ccccc21
30	Cc1[nH]n(-c2ccc(F)cc2)c(=O)c1/C=N/c1sc2c(c1C#N)CCCC2
31	CN1CCN(CC#CCOc2ccc(Cl)cc2)CC1
32	O=C(CC1C(=O)NCCN1Cc1ccc(F)cc1Cl)NC1CCCCCCC1 (stereo not drawn)

compound no.,25,26,27,28,29,30,31,32
SARS 3CLpro inh,0,4,-2,2,-5,-5,-5,2
Y pestis TopoI,8,11,0,-35,-34,-10,3,34
Anthrax LF inh2,?,9,2,-2,-5,1,-8,0
SSB-PriA inh,10,10,-2,58*,9,.,2,2
CCHFV vOTU inh,2,-7,7,5,19,3,7,13
TcdB inh,.,-0.8,.,15*,1.9,.,-3.2,4.2
PfHsp40 yeast,-0.1,-2.3,0.0,-1.6,12,0.7,-0.1,0.6
BoNT-A LC inh2,?,-0.6,0.2,-0.8,1.9,-0.4,2.1,-1.2
VHR inh abs,10,-28,17,26,3,-4,6,1
Vc quorum ag,-0.3,-0.5,i,-0.4,-0.4,i,-0.3,-3.6

Other results.
entry	structure	SARS 3CLpro inh	Y pestis TopoI	Anthrax LF inh2	SSB-PriA inh	CCHFV vOTU inh	TcdB inh	PfHsp40 yeast	BoNT-A LC inh2	VHR inh abs	Vc quorum ag
33	CC(OC(=O)c1cccc(O)c1)C(=O)N(C)Cc1ccccc1 (stereo not drawn)	.	12	-1	4	29	0.8	1.7	0.7	.	-2.8
34	CN(c1ccccc1C(=O)NC1CCCCC1)S(=O)(=O)c1ccccc1	-1	8	-2	-10	4	1.1	0.2	-1.1	14	i
35	O=C1C=CC[C@H](/C=C/C[C@@H](O)C[C@H](O)CCc2ccccc2)O1	.	9	-1	3	.	.	.	-1.1	.	-0.3
36	Cc1[nH]c(C)c(S(=O)(=O)NCc2ccccc2Cl)c1C(=O)N1CCCC1	2	-3	5	-2	2	2.7	-3.1	-2.4	7	-0.3
37	COc1ccc(Cc2nnc(SCC(=O)NC(C)c3ccccc3)o2)cc1 (stereo not drawn)	-3	0	1	-19	-3	.	-0.6	1.6	8	i
38	Cc1ccc(S(=O)(=O)N2CCCCC2)cc1C(=O)NC1CC(C)(C)NC(C)(C)C1	.	-5	4	2	-13	2.1	-0.1	-3.4	.	i
39	Cc1c(Cl)cccc1NC(=O)CCC(=O)N/N=C/c1ccco1	-1	5	-2	.	13	0.8	0.5	-1.9	21	-0.5
40	Cc1nc(C(F)(F)F)nc(Nc2ccc(N=Nc3ccccc3)cc2)c1C#N	4	-5	-1	-12	-8	0.3	0.1	0.6	-2	2.2
41	CCCCC(CCC(=O)Nc1ccccc1C(=O)OCC)C(=O)O (stereo not drawn)	9	-4	0	-10	9	.	1.1	-0.4	24	-0.4
42	Cc1c(Cc2ccccc2)[n+](=O)c2ccccc2n1[O-]	.	5	0	.	8	0.2	.	-0.5	.	i
43	O=C(Nc1ccncc1)c1cc(-c2ccccn2)nc2ccc(Br)cc12	-1	9	-2	6	2	1.3	-2.2	0.1	71	-0.2
44	Cc1ccc(C(=O)CC2(O)C(=O)N(C)c3ccc(Br)cc32)c(C)c1 (stereo not drawn)	1	6	0	-8	7	-1.3	1.5	0.3	2	-0.3
45	CC1CN(S(=O)(=O)c2cccc(C(=O)NNC(=O)C(C)Oc3ccccc3F)c2)CC(C)O1 (stereo not drawn)	.	7	-1	-1	21	2.0	-0.5	-1.6	.	-0.9
46	COc1ccc(Cl)cc1NC(=O)C(C)N1CCc2ccccc21 (stereo not drawn)	2	2	-4	-5	8	0.1	1.4	-1.1	16	-0.2

Screening data deposited in PubChem by several laboratories.
